# Compound activity deposited in PubChem by National Center for Advancing Translational Sciences (NCATS).
# TGFb SMAD3 inh: blocks TGF-b signaling; HepG2 CAGA-GFP TGF-b/SMAD3 reporter, GFP fluorescence, 18 h; TGF-beta stimulated, 500 pg/mL final; Potency, µM (titrated, usually from 46.1 µM), inactives show top-dose activity, negative = inhibition, most hits filed as inhibitors; 410,000 compounds, 1.2% hits; further: potency means the concentration at half of the fitted maximal effect; on the % scale 0 is the no-effect control and ±100 the full control effect; nearly all actives have a fitted effect of over 65% in size
#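 Inhibition of TGF-beta-driven CAGA-GFP reporter expression in HEPG2 cells is measured by cellular GFP fluorescence after 18 h stimulation with 500 pg/mL recombinant TGF-beta in 1% FBS medium at 37 degrees C.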
# HepG2 tox: counter-screen for TGF-b inhibitors: cytotoxicity in HepG2 cells. HepG2 CAGA-GFP viability, ATP luminescence, 18 h. Potency, µM (doses to about 46.1 µM), for inactives: at the highest dose activity change, negative = cytotoxicity, usual class: cytotoxic. 410,000 compounds, 0.76% hits; further: potency means the concentration at half of the fitted maximal effect; some results filed as inactive show a strong effect at the top dose
#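 HepG2 CAGA-GFP cells (1000/well, DMEM with 1% FBS) received compound, then TGF-beta at 500 pg/mL final, and were incubated 18 hours at 37 degrees C. Viability was read by CellTiter-Glo luminescence. Media-only wells were set as complete cell-killing and DMSO as no toxicity.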
# Mm-Cpn inhibitor: M. maripaludis TRiC chaperonin inhibition. purified Mm-Cpn ATPase, ADP Transcreener TR-FRET. Potency, µM (titrated, usually from 76.9 µM), for inactives: at the highest dose activity, negative = inhibition, usual class: inhibitors. 330,000 compounds, 0.031% hits. AID 504842; further: potency means the concentration at half of the fitted maximal effect; on the % scale 0 is the no-effect control and ±100 the full control effect; nearly all actives have a fitted effect of over 80% in size
#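 ATP (10 uM final) was added to archaeal chaperonin (25 nM final) after 10 min exposure to test compound at 37°C; after 30 min further incubation, ADP was detected by competitive TR-FRET.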
# A549 tox: kills or reduces viability of A549 cells in Nrf2 counter-screen; A549 ARE-Fluc cells, CellTiter-Fluor viability, 18-24 h; Potency, µM (doses to about 46 µM), for the others: top-dose activity change, negative = cytotoxicity, most hits filed as inhibitors; 390,000 compounds, 0.16% hits; AID 504648; further: potency means the concentration at half of the fitted maximal effect; on the % scale 0 is the no-effect control and ±100 the full control effect
#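 Cytotoxicity counterscreen: CellTiter-Fluor fluorescence was measured in A549 ARE_Fluc cells after 18-24 h of compound exposure in a concentration series. The subsequent BugLite luminescent read reports ARE-luciferase activity.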
# CCT chaperon mod: cytosolic chaperonin activity modulation. purified chaperonin ATPase assay, HTRF ADP detection, 30 min. 360,000 compounds, 0.3% hits. activity change, % (test concentration not listed), hits read low; in the data active means activity change below about -30%; further: on the % scale 0 is the no-effect control and ±100 the full control effect
#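 We incubate TRiC, 40 or 20 nM final, with library compounds at 76 uM and 10 uM ATP for 30 min at 37 °C. ADP formed is detected with Transcreener HTRF reagents after 30 min at room temperature.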
# pAkt inh: Akt phosphorylation inhibition. Neuro2A IGF-stimulated pAkt S473 HTRF, 20 min; stronger effect = lower value. 360,000 compounds, 0.32% hits. activity change, % for hits at 50 µM; in the data active means activity change below about -80%; inconclusive means mostly about -51% to -80%; further: on the % scale 0 is the no-effect control and ±100 the full control effect
#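 Neuro2A cells in DMEM with 0.5% FBS, overnight at 37 deg C, given compound at single 50 µM final, then IGF (6 nM final) for 20 min at 37 deg C. Lysed; phospho-Akt Ser473 by HTRF after 24 h, 665/615 ratio.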
# Abeta yeast res: restores growth of yeast expressing A-beta42 peptide. yeast expressing A-beta42, growth rescue, OD600, 48 h; response scale: 0% DMSO, 100% iron-clioquinol control. Potency, µM (top dose mostly 46.1 µM), for inactives: top-dose growth rescue, hits mostly activators. 410,000 compounds, 0.063% hits. AID 1347071; further: potency means the concentration at half of the fitted maximal effect; nearly all actives have a fitted effect of over 55% in size
#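 Yeast growth medium received pinned compounds, then yeast cells expressing toxic A-beta were added; plates incubated at 30 C for 48 hr. Growth read as absorbance at 600 nm, normalized to DMSO and equimolar FeCl3 plus clioquinol controls.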
# Nrf2 block: Nrf2 pathway inhibition | A549 ARE-Fluc reporter, luciferase luminescence, 18-24 h | Potency, µM (top dose mostly 46 µM), for inactives: at the top dose activity change, negative = inhibition, hits mostly inhibitors | 360,000 compounds, 2.1% hits; further: potency means the concentration at half of the fitted maximal effect; on the % scale 0 is the no-effect control and ±100 the full control effect; nearly all actives have a fitted effect of over 60% in size
#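 Cells were seeded and rested 2 h, then exposed to compounds for 18-24 h. CellTiter-Fluor was read first as a viability measure. BugLite was added 15 min before the final luminescent read of ARE-luciferase activity in A549 cells.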
# Nrf2 activator: activators of Nrf2 (ARE) signaling. AREc32 ARE-luciferase reporter (MCF7-derived line), luminescence, 24 h. Potency, µM (series often up to 46.1 µM), inactives show top-dose activation, usual class: activators. 410,000 compounds, 0.31% hits; further: potency means the concentration at half of the fitted maximal effect; % of control where 0% means no effect; nearly all actives have a fitted effect of over 65% in size
#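 Luminescent ARE reporter assay in AREc32_Fluc cells: overnight plating at 37 deg C, 24 hr compound incubation, Steady-Glo added, 30 min RT before reading.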
# Numbers without * were called inactive; i = inactive; ? = inconclusive; nt = no result given; & = joins results of further samples; [ ] = another dose, or the depositor's remark. Unless noted, the call rests on the fitted dose curve; in most records, active means well fitted curve in the direction sought with a large enough effect; inconclusive means small, poorly fitted or top-dose-only effect, or another doubt; inactive means no such curve, though single readings can be large; an effect the other way counts as inactive or inconclusive.
1) CCCC1S/C(=N/N=C/c2ccco2)NC1=O (stereo not given)
2) Cc1nc2c(c(N3CCOCC3)n1)OCC(=O)N2
3) CN(C(=O)c1nn(C)c2c1CSc1ccccc1-2)c1ccc(F)cc1
4) Cc1cccc(N=Nc2c(O)[nH]c3ccc(F)cc23)c1
5) O=C(Nc1ccc2c(c1)OCO2)c1ccccc1SCC(=O)N1CCCC1
6) CC1Cc2c([nH]c(=O)n(-c3ccccc3)c2=O)O1 (stereo not given)

entry no.	1	2	3	4	5	6
TGFb SMAD3 inh	-4%	17%	1%	13%	0%	-21%
HepG2 tox	-14%	4%	-2%	3%	3%	-12%
Mm-Cpn inhibitor	1%	-1%	2%	1%	0%	nt
A549 tox	4%	1%	2%	-15%	3%	0%
CCT chaperon mod	1.0	1.8	-2.5	1.4	-0.8	-4.7
pAkt inh	i	i	i	i	i	i
Abeta yeast res	-3%	-2%	-28%	-8%	25%	8%
Nrf2 block	6%	10%	-2%	?	17%	3%
Nrf2 activator	?	0.6%	7.5%	7.8%	-0.3%	-0.4%

7) C/C(=N/NC(=O)CSc1nc2ccccc2s1)c1ccncc1
8) NNC(=O)CNC(=O)C12CC3CC(CC(C3)C1)C2
9) O=C(CN1CCN(S(=O)(=O)c2cc(C(F)(F)F)ccc2Cl)CC1)N1CCc2ccccc2C1
10) O=C(Nc1ccc(N2CCN(C(=O)c3ccco3)CC2)c(Cl)c1)c1cc2ccccc2o1
11) CCN(CC(=O)Nc1ccc(NC(C)=O)cc1)C(=O)c1ccc2ccccc2c1
12) O=C(O)CCCN1C(=O)/C(=C\c2ccccc2OCc2ccccc2)SC1=S

entry no.	7	8	9	10	11	12
TGFb SMAD3 inh	1%	5%	?	1%	-5%	10%
HepG2 tox	1%	2%	-14%	-13%	4%	-11%
Mm-Cpn inhibitor	1%	2%	1%	-5%	1%	3%
A549 tox	6%	1%	0%	?	0%	-16%
CCT chaperon mod	-1.2	-0.6	0.0	-2.0	-0.6	-2.7
pAkt inh	i	i	i	i	i	i
Abeta yeast res	-19%	-27%	5%	-7%	-12%	-8%
Nrf2 block	-13%	10%	?	18µM*	9%	?
Nrf2 activator	0.4%	-0.3%	0.5%	-0.5%	-0.5%	7.0%

# Some of the entries so far, with bars between the fields.
cpd | SMILES | TGFb SMAD3 inh | HepG2 tox | Mm-Cpn inhibitor | A549 tox | CCT chaperon mod | pAkt inh | Abeta yeast res | Nrf2 block | Nrf2 activator
1 | CCCC1S/C(=N/N=C/c2ccco2)NC1=O (stereo not given) | -4% | -14% | 1% | 4% | 1.0 | i | -3% | 6% | ?
2 | Cc1nc2c(c(N3CCOCC3)n1)OCC(=O)N2 | 17% | 4% | -1% | 1% | 1.8 | i | -2% | 10% | 0.6%
3 | CN(C(=O)c1nn(C)c2c1CSc1ccccc1-2)c1ccc(F)cc1 | 1% | -2% | 2% | 2% | -2.5 | i | -28% | -2% | 7.5%
4 | Cc1cccc(N=Nc2c(O)[nH]c3ccc(F)cc23)c1 | 13% | 3% | 1% | -15% | 1.4 | i | -8% | ? | 7.8%
5 | O=C(Nc1ccc2c(c1)OCO2)c1ccccc1SCC(=O)N1CCCC1 | 0% | 3% | 0% | 3% | -0.8 | i | 25% | 17% | -0.3%
6 | CC1Cc2c([nH]c(=O)n(-c3ccccc3)c2=O)O1 (stereo not given) | -21% | -12% | nt | 0% | -4.7 | i | 8% | 3% | -0.4%

# Later entries
13) CCN(CCO)C(=O)c1ccc2oc(Cc3ccc(Cl)cc3)nc2c1
14) CC(=O)C1C(c2ccc(F)cc2)c2c(noc2C)CC1(C)O (stereo not given)
15) O=C(C1CCCO1)N1CCN(S(=O)(=O)c2ccc(Br)cc2)CC1 (stereo not given)
16) COc1ccc(Cl)cc1NC(=O)CN(C(=O)c1ccco1)C1CCCCC1
17) N#CCc1ccc(NC(=O)Cn2c(=O)oc3ccccc32)cc1
18) N#Cc1cc(-c2ccccc2)nnc1Sc1ccccc1

entry no.	13	14	15	16	17	18
TGFb SMAD3 inh	2%	4%	4%	-12%	14%	-12%
HepG2 tox	1%	1%	-17%	-15%	2%	-1%
Mm-Cpn inhibitor	1%	1%	-4%	0%	-1%	0%
A549 tox	10%	1%	5%	-6%	-1%	-2%
CCT chaperon mod	-0.7	1.5	-0.2	-2.9	-2.4	3.1
pAkt inh	i	i	i	i	i	i
Abeta yeast res	0%	5%	-7%	11%	7%	14%
Nrf2 block	10%	-13%	-21%	0%	-9%	nt
Nrf2 activator	1.6%	0.3%	0.1%	-0.8%	0.2%	6.1%

19) Cc1ccc(-c2nn(CC(=O)NCc3cc(-c4nn(C)c(=O)c5ccccc45)ccc3C)c(=O)c3ccccc23)cc1
20) CN(C)/C=C/C(=O)c1cnc(-c2ccc(Cl)cc2)s1
21) COC(=O)CN1C(=O)C2(C(C#N)=C(N)Oc3cc(C)oc(=O)c32)c2ccccc21 (stereo not given)
22) Cc1ccccc1CSCC(=O)NNC(=S)NCC1CCCO1 (stereo not given)
23) O=C(NCc1ccccc1F)C(c1ccccc1)c1ccccc1
24) O=S1(=O)CCOC[C@H](Cc2ccccc2)N1Cc1ccccc1Br

entry no.	19	20	21	22	23	24
TGFb SMAD3 inh	0%	9%	15%	?	0%	?
HepG2 tox	3.5µM*	-10%	-78%	-40%	1%	-12%&-12%
Mm-Cpn inhibitor	-4%	-9%	-5%	4%	2%	nt
A549 tox	-1%	-3%	9%	-1%	6%	-8%
CCT chaperon mod	-3.0	-2.2	-1.7	-7.6	0.5	-1.0
pAkt inh	i	i	i	i	i	i
Abeta yeast res	3%	-50%[inhibitor]	-1%	8%	4%	-1%
Nrf2 block	?	?	10%	-15%	19%	-15%
Nrf2 activator	0.5%	2.2%	0.1%	-0.4%	-0.1%	0.4%

25) Cc1ccc(CNc2ncnc3c2cnn3-c2ccc(C)cc2C)cc1
26) Clc1nc2c(ccc3ccccc32)[nH]1
27) CC(OC(=O)CC1Sc2ccccc2NC1=O)C(=O)N(C)Cc1ccccc1 (stereo not given)
28) O=C(Nc1ccc(C(=O)N2CCN(c3ccccc3F)CC2)cc1)c1nsc2ccccc12
29) CC(CNC(=O)CCS(=O)(=O)c1cc2c(cc1Cl)NC(=O)CO2)c1ccccc1 (stereo not given)
30) Cc1ccc(C)c(NC(=S)/C(=C(\[O-])c2ccc(Cl)s2)[n+]2ccccc2)c1

entry no.	25	26	27	28	29	30
TGFb SMAD3 inh	6%	-17%	4%	10%	2%&16%	0%
HepG2 tox	-23%	-20%	-9%	-32%	1%&18%	0%
Mm-Cpn inhibitor	nt	4%	nt	nt	0%	1%
A549 tox	3%	-12%	2%	-1%	-10%&-5%	-11%
CCT chaperon mod	nt	0.8	-0.9	nt	-0.1	-4.0
pAkt inh	nt	i	i	nt	i	i
Abeta yeast res	23%	-2%	9%	-2%	2%&-8%	19%
Nrf2 block	nt	1%	2%	nt	?	-12%
Nrf2 activator	4.3%	5.7%	8.5%	4.0%	0.1%&0.5%	0.9%

31) CCc1ccc(CNC(=O)C(=O)NCCc2ccc(OC)c(OC)c2)cc1
32) CCOc1ccc(S(=O)(=O)Oc2ccc3ccccc3c2)cc1
33) COc1cc(/C=N/N=C(N)N)ccc1OCc1ccccc1Cl
34) Cc1ccccc1NC(=O)COC(=O)c1n[nH]c(=O)c2ccccc12
35) Cc1ccc(/C=N/N2C(=S)SC(C)(C)C2N(O)C(=O)Nc2ccc([N+](=O)[O-])cc2)cc1 (stereo not given)
36) Cc1ccc(/C=C/c2nc3ccccc3[nH]2)cc1

entry no.	31	32	33	34	35	36
TGFb SMAD3 inh	8%	0%	?	1%	?	?
HepG2 tox	11%	1%	-102%	-14%	-44%	-100%
Mm-Cpn inhibitor	nt	0%	1%	2%	-9%	nt
A549 tox	-3%	-7%	-2%	24%	?	-1%
CCT chaperon mod	1.9	-0.7	-0.6	-2.4	0.9	nt
pAkt inh	i	i	i	i	i	nt
Abeta yeast res	-5%	17%	-19%	-11%	6%	-60%[inhibitor]
Nrf2 block	10%	5%	14%	8%	?	nt
Nrf2 activator	2.3%	4.1%	0.0%	5.9%	0.9%	-3.8%

37) CC(C)Cn1c(-c2ccncc2)n[nH]c1=S
38) CNCCCCOc1ccccc1-c1ccccc1
39) CCN(CC)c1ncnc2c1ncn2[C@H]1CN(Cc2ccc(F)cc2)C[C@@H](CO)O1
40) CCCn1c(N)c(Sc2ccc(C)cc2)c(=O)n(CCC)c1=O
41) CCOC(=O)C1=C(COC(=O)CSc2ccc(Br)cc2)NC(=O)NC1C (stereo not given)
42) COc1cccc(-c2cc(C(=O)Nc3ccccc3SC)no2)c1
43) CCOc1ccc(NC(=O)CN(C)CC(=O)Nc2ccccc2C#N)cc1OCC

entry no.	37	38	39	40	41	42	43
TGFb SMAD3 inh	2%	?	-2%	10%	-5%	-10%	0%
HepG2 tox	4%	-40%	-12%	2%	-13%	-1%	6%
Mm-Cpn inhibitor	0%	2%	nt	1%	0%	-1%	2%
A549 tox	-5%	10%	nt	0%	3%	12%	5%
CCT chaperon mod	1.7	-3.9	0.3	-1.0	-1.7	0.3	1.6
pAkt inh	i	i	i	i	i	i	i
Abeta yeast res	-9%	9%	-8%	-2%	-8%	-6%	-9%
Nrf2 block	-2%	11%	nt	-20%	-18%	nt	?
Nrf2 activator	-0.7%	2.4%	0.9%	-0.7%	0.4%	0.3%	2.3%
